STEP inh: inhibitors of human striatal-enriched phosphatase STEP. P54829. recombinant STEP, OMFP fluorogenic substrate, fluorescence. inhibition, % at 20 µM. 360,000 compounds, 0.25% hits. AID 588621;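 active = inhibition at 20 µM, scaled per plate between control wells, above about 37%, limit read from the data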;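 also: 0% = DMSO with enzyme and substrate and 100% = substrate only without enzyme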
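System: STEP (striatal-enriched tyrosine phosphatase) enzyme, cell-free; medium: Bis-Tris pH 6.0 buffer with DTT, detergent; dosing: 20 µM, 1% DMSO; times: reaction 20 min, ambient temperature; detection: fluorescence, 480/540 nm; read-out basis: normalized % inhibition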
Scp1 inh: blocks human Scp-1 phosphatase activity; Q9GZU7; Recombinant Scp1, phosphopeptide, malachite green phosphate absorbance; inhibition, % at 20 µM; 340,000 compounds, 0.88% hits; AID 493091;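 active = inhibition above about 50% at 20 µM, limit read from the data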;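 also: plate controls were DMSO wells with enzyme for no effect and wells lacking enzyme for full effect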
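assay system = SCP-1 phosphatase catalytic domain, residues 76-261 | buffer or medium = 50 mM Tris acetate pH 5.5, 0.005% Tween-20, 10 mM MgCl2 | incubation = enzyme reaction 45 min at room temperature, colour 5 min, stabilisation 30 min | signal = Phosphate-binding colour reagent, absorbance read at 630 nm | measure = % inhibition at 20 µM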
MsrA inh: inhibitors of bovine MsrA | purified bovine MsrA, absorbance read-out | inhibition, % at 15.5 µM | 360,000 compounds, 0.75% hits | AID 651718; in the data active = inhibition above about 4.5%;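 also: 0% = vehicle wells with enzyme and 100% = reference inhibitor wells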
E coli Lon inh: E. coli protease La inhibition; P0A9M0; purified E. coli Lon protease, fluorescence polarization; inhibition, % at 7.94 µM; 360,000 compounds, 0.42% hits; AID 602123; in the data active = inhibition above about 13%, passing the limit was not always enough;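 also: 0% = enzyme with probe and DMSO and 100% = no enzyme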
LMPTP block: LMPTP (human) inhibition; 360,000 compounds, 0.22% hits; recombinant LMPTP-A, OMFP fluorogenic substrate, fluorescence intensity; P24666; inhibition, % at 20 µM;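 active = compounds that cut the enzyme signal by at least half of the control window in the single-dose screen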;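 also: plate controls were DMSO wells with enzyme plus substrate for no effect and substrate without enzyme for full effect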
Target sequence (P24666 whole entry, looked up): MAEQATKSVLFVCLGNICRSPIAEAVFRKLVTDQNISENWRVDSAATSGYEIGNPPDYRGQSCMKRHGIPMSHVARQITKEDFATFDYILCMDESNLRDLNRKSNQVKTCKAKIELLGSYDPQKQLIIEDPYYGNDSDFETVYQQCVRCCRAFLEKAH
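material = LMPTP-A | quantity = 0.625 nM enzyme | reagent = OMFP substrate, 400 µM final | buffer or medium = Bis-Tris pH 6.0, DTT, detergent | detection = endpoint fluorescence intensity from OMFP dephosphorylation | dosing = single 20 µM dose | read-out basis = % inhibition relative to no-enzyme and uninhibited control wells | control set = no-enzyme and uninhibited controls | timing = 50 min at room temperature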
SUMO1 PPI mod: SUMO1-SIM interaction modulation; P63165; SUMO1 binding to a labelled peptide, TR-FRET, 1 h; inhibition, % at 20 µM; 360,000 compounds, 0.33% hits; in the data active = inhibition above about 37%
DNMT1 block: inhibitors of human DNMT1; DNMT1 molecular beacon, Hinp1I cleavage, fluorescence; 360,000 compounds, 0.83% hits; inhibition (reported as % activation of signal), % at 10 µM; P26358; AID 588458; in the data active = inhibition above about 50%
Tb MetRS inh: Trypanosoma brucei MetRS inhibition; inhibition, % at 11.9 µM; purified T. brucei MetRS, ATP depletion, Kinase-Glo luminescence; 360,000 compounds, 0.4% hits;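 active = inhibition above a per-plate cutoff of the control wells' mean inhibition plus 3 SD, cut at about 5.5% in these data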;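 also: 0% = DMSO wells median and 100% = median of wells with control inhibitor compound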
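Dosing: 11.9 µM single point; system: parasite MetRS enzyme; technique: luminescence of leftover ATP; times: 15 min enzyme-compound preincubation, 2 h reaction, 10 min detection, 25 °C; replicates: each compound tested once; read-out basis: percent inhibition relative to median high and low control wells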
bovine MsrA act: bovine methionine sulfoxide reductase A activation; purified bovine MsrA, absorbance read-out; activation, % at 10.6 µM; 360,000 compounds, 0.3% hits; in the data active = activation above about 7.5%;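 also: 0% = vehicle and 100% = reference activator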
NRP1-CendR mod: NRP-1/CendR interaction modulation | O14786 | inhibition, % at 25 µM | 360,000 compounds, 0.85% hits | FAM-RPARPAR peptide binding to NRP-1, fluorescence polarization;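 active = inhibition or corrected inhibition above about 18%, plus a signal ratio from 0.5 to 1.5, limit read from the data, passing the limit was not always enough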; also: strong numbers were not always called active
Target sequence (O14786 whole entry, looked up): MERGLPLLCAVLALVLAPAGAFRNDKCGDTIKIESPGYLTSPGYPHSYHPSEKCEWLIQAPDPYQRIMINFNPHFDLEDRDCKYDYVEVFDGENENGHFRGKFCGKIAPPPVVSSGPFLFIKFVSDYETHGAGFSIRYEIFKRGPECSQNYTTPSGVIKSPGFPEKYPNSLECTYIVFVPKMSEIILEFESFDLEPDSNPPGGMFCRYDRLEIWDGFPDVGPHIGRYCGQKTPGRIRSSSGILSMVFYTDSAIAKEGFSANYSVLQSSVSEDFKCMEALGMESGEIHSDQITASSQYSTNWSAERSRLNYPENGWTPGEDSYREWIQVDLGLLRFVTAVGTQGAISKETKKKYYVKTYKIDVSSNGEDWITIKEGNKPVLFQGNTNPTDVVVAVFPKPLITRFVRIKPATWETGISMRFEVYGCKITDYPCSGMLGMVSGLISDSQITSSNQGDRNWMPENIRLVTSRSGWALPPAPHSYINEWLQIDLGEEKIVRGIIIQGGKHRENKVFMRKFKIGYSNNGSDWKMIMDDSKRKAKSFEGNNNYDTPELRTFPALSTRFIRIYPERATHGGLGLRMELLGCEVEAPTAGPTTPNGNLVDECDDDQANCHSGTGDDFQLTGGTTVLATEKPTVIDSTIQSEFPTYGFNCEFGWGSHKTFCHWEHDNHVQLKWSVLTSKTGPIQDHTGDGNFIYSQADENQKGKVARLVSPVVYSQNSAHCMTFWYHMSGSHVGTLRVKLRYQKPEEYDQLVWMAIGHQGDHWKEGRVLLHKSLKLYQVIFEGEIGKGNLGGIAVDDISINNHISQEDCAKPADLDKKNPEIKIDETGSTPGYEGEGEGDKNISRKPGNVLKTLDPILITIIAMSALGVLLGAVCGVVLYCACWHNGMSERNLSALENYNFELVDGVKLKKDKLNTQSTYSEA
Active calls of the source: *; nt = no result given.

SMILES	STEP inh	Scp1 inh	MsrA inh	E coli Lon inh	LMPTP block	SUMO1 PPI mod	DNMT1 block	Tb MetRS inh	bovine MsrA act	NRP1-CendR mod
Cc1cccc(C)c1N1C(=O)c2ccccc2NC(=O)C1C(=O)NCC(C)C (stereo not drawn)	nt	nt	-1.0	nt	-0.5	0	nt	0.5	nt	-15
Cc1ccc(C(=O)OCc2nnc(-c3ccccc3)o2)s1	-1	-3	0.8	7	-0.7	0	5	0.1	-5	6
COc1ccc(CN(C)CC(O)COC(c2ccccc2)c2ccccc2)c(OC)c1OC (stereo not drawn)	-2	-3	-1.1	-10	0.4	4	1	0.5	1	-1
Cc1ccc(N2C(N)=C(C#N)C(c3cccnc3)C3=C2CC(C)(C)CC3=O)cc1 (stereo not drawn)	1	2	0.3	-7	-0.1	-17	-3	-1.0	-6	7
CN1C(=S)NC(C)(C)CC1(C)c1ccc(O)cc1O (stereo not drawn)	0	-6	-1.4	-12	-2.3	1	1	-0.1	-4	3
Cc1cc(N2CCN(C)CC2)nc2ccc(NC(=O)CCC(=O)NCCC3=CCCCC3)cc12	-2	-2	-0.6	-1	-5.5	4	-6	0.0	0	-12
CC(C)CCNC(=O)NC(=O)COC(=O)/C=C/c1cccc([N+](=O)[O-])c1	5	-14	-0.1	-5	0.1	-11	1	0.8	1	1
c1ccc2[nH]c(SCc3cscn3)nc2c1	2	-5	-1.3	5	-0.8	-2	-6	-0.4	3	13
CS(=O)(=O)NN1C(=O)c2ccccc2NC1c1cc2ccccc2nc1Cl (stereo not drawn)	-3	-9	2.1	6	-0.5	3	2	-0.1	-3	5
CCC1CCCCN1CCCNC(=O)CNC(=O)Cn1ccc2ccccc2c1=O (stereo not drawn)	-1	-8	0.2	2	0.2	-1	-4	0.4	2	-2
CCOc1cc(C2C(C(=O)N3CCOCC3)=C(C)NC3=C2C(=O)CCC3)ccc1O (stereo not drawn)	-4	-1	0.7	-5	-0.3	-2	-1	-0.3	-3	2
CCC(CC)NC(=O)CSc1nnc(-c2c[nH]c3ccccc23)o1	0	-15	1.1	-1	-0.8	4	-1	3.8	-1	0
Cn1c(CNC(=O)C(Cc2ccccc2)NC(=O)c2cccc(F)c2)cc(=O)n(C)c1=O (stereo not drawn)	-1	3	0.9	3	0.0	3	1	-0.6	-7	9
COc1ccc(C2=Nc3ccc(Br)cc3C(c3ccccc3)N2CC(=O)NN)cc1 (stereo not drawn)	-1	3	0.8	0	-2.8	3	-4	0.8	-2	-9
Cc1c(N2C(=O)/C(=C\c3cccc4ccccc34)SC2=S)c(=O)n(-c2ccccc2)n1C	6	0	0.0	-6	6.5	-19	1	-0.4	-10	-8
C(=NN=C(NN=Cc1cccs1)NN=Cc1cccs1)c1cccs1	1	5	1.3	-6	5.6	-16	-12	-0.2	-5	-26
CCOC(=O)C1CCCN(C(=O)c2cccnc2Oc2ccccc2)CC1 (stereo not drawn)	1	nt	-0.2	-2	-0.4	2	3	-0.3	-1	-12
COc1ccc2c(CC(=O)NCc3ccc4c(c3)OCO4)coc2c1	-1	18	-1.4	-2	-0.1	3	-1	-1.1	-8	6
CCOC(=O)c1c(C)nc(SCC(N)=O)c(C#N)c1-c1ccccc1	-1	-7	0.0	-27	-2.7	1	-2	-0.8	-4	-1
Cc1cc(C(=O)COc2nncc3ccccc23)c(C)n1C	1	0	0.3	9	-1.5	5	-1	-0.1	-1	0
Clc1ccc2c(c1)c1cc(Cl)ccc1n2CN1CCOCC1	-4	-10	0.5	-11	2.3	3	-1	0.0	-4	6
CCNC(=S)Nc1cccc(NC(=O)c2ccccc2O)c1	-2	-13	0.0	-1	-1.3	3	8	2.3	-5	-6
COc1ccc(-c2nc(N)c(C#N)c(-c3cccnc3)c2C)cc1	1	-2	2.8	13	-0.5	3	0	0.3	-4	7
CCOc1cc(C(=O)Nc2ccccc2N2CCOCC2)ccc1OCC(=O)N1CCOCC1	-3	-10	0.2	-7	-2.5	5	0	0.6	0	1
COc1ccc(/C=N/NC(=O)c2cccnc2)cc1CSc1ccccn1	-1	1	0.4	3	0.9	-10	-1	0.2	-4	-5

One compound at a time, from the list above:
Record of `CCC(CC)NC(=O)CSc1nnc(-c2c[nH]c3ccccc23)o1` = STEP inh = 0; Scp1 inh = -15; MsrA inh = 1.1; E coli Lon inh = -1; LMPTP block = -0.8; SUMO1 PPI mod = 4; DNMT1 block = -1; Tb MetRS inh = 3.8; bovine MsrA act = -1; NRP1-CendR mod = 0
Record of `Cn1c(CNC(=O)C(Cc2ccccc2)NC(=O)c2cccc(F)c2)cc(=O)n(C)c1=O` (stereo not drawn) = STEP inh = -1; Scp1 inh = 3; MsrA inh = 0.9; E coli Lon inh = 3; LMPTP block = 0.0; SUMO1 PPI mod = 3; DNMT1 block = 1; Tb MetRS inh = -0.6; bovine MsrA act = -7; NRP1-CendR mod = 9

(next part)
SMILES	STEP inh	Scp1 inh	MsrA inh	E coli Lon inh	LMPTP block	SUMO1 PPI mod	DNMT1 block	Tb MetRS inh	bovine MsrA act	NRP1-CendR mod
O=C(Cc1ccccc1)N/N=C/C=C/c1ccccc1[N+](=O)[O-]	-1	-4	2.4	-12	0.7	-26	4	7.0*	-6	-3
CCc1nnc(NS(=O)(=O)c2ccc(NC(=O)CCC(=O)O)cc2)s1	-1	-5	-0.8	-4	-1.8	7	-1	-0.4	-3	-18
O=C(NCCC1CCCC1)C1CCC(=O)N(CCCN2CCCC2=O)C1 (stereo not drawn)	-4	-2	-0.8	3	-0.7	-1	1	-0.5	-6	14
CCCCn1c(SCC(=O)NC2CCS(=O)(=O)C2)nnc1-c1ccc(OC)cc1 (stereo not drawn)	-2	-1	-0.3	-9	-0.8	5	-1	-0.3	-1	-9
COc1ccccc1NC(=O)Nc1ccnn1C1CCN(C(=O)C2CCOC2)CC1 (stereo not drawn)	-2	nt	0.4	0	-1.0	2	2	-0.2	1	-2
O=C(COC(=O)c1cnccn1)NCc1ccccc1Cl	-2	nt	0.0	3	-0.9	3	-7	-0.3	-6	-11
COC(=O)C(N)Cc1ccc(Cl)cc1 (stereo not drawn)	-4	-11	-1.4	1	-0.8	1	15	-0.7	-4	8
Cc1ccc(NC(=S)NNC(=O)c2nn(C)c(C)c2Cl)cc1	-3	-6	-0.1	-5	-1.6	4	-3	-1.9	-1	-3
CCN(c1ccccc1)S(=O)(=O)c1nnc(NC(=O)CC(C)C)s1	-2	-6	-0.6	2	-3.7	-1	1	-1.1	-6	-5
CNC(=O)Cn1c(C)cc(=O)c2cccc(OC)c21	0	-4	0.0	-2	-0.5	2	-1	0.1	-2	0
CCOC(=O)N1CCC(N(C(=O)Nc2ccc(CC)cc2)C(C)CC)CC1 (stereo not drawn)	8	-8	-0.7	-6	1.1	5	-1	0.0	-3	8
CC1CCCC(NC(=O)COC(=O)COc2cccc(F)c2)C1C (stereo not drawn)	-2	-13	-0.5	0	-0.2	6	-2	-0.1	-2	7
CCC(=O)Nc1ccc2c(c1)ncn2C	-2	-1	-0.5	-4	0.4	-1	-5	-1.2	-14	5
CCCCn1cnc2c(c(CC#N)nn2-c2ccccc2)c1=N	-1	0	1.9	-13	2.7	2	3	-0.4	-4	13
COc1ccccc1NC(=O)C1CCCN1C(=O)NCc1ccccc1 (stereo not drawn)	0	-2	-0.9	-2	-1.8	5	4	-0.9	-6	-3
O=C(Nc1ccccc1-c1ccccc1)c1cccs1	6	-4	1.5	2	-0.1	1	-2	0.1	-3	1
Cc1cc(OCC(=O)N2CCN(c3ccc(F)cc3)CC2)c2c(C)cc(=O)oc2c1	2	-11	-0.3	4	9.2	14	5	-0.4	-1	8
CCn1c(SCC(=O)Nc2ccccc2)nc2c(c1=O)SCC2	8	nt	2.0	-10	-3.1	-2	-3	-0.3	-4	-5
O=C(O)C1CC=CCC1C(=O)Nc1ccccc1Cl (stereo not drawn)	-2	-2	1.1	-9	0.7	4	1	-0.5	0	5
CC(=O)c1ccc(Cc2cnc(N)s2)cc1	3	-3	0.3	-6	1.3	-2	-4	-0.1	-4	-11
CCOc1cc(/C=C/C(=O)OCC(=O)NC2CCS(=O)(=O)C2)ccc1OCc1ccccc1 (stereo not drawn)	6	-4	1.5	0	2.0	-8	1	-0.8	-5	1
CCCCSc1nnc(-c2ccc(C)cc2)o1	0	81*	-0.6	1	0.9	0	0	-0.5	-1	-4
Cc1noc(C)c1NC(=O)Nc1ccc2c(c1)CC(=O)N([C@H](C)CO)C[C@@H](C)[C@H](CN(C)CC1CCCCC1)O2	-1	-3	-0.5	1	-1.7	8	3	-0.4	-4	6

Exported as comma-separated lines: two of the compounds above.
SMILES,STEP inh,Scp1 inh,MsrA inh,E coli Lon inh,LMPTP block,SUMO1 PPI mod,DNMT1 block,Tb MetRS inh,bovine MsrA act,NRP1-CendR mod
CCn1c(SCC(=O)Nc2ccccc2)nc2c(c1=O)SCC2,8,nt,2.0,-10,-3.1,-2,-3,-0.3,-4,-5
O=C(O)C1CC=CCC1C(=O)Nc1ccccc1Cl (stereo not drawn),-2,-2,1.1,-9,0.7,4,1,-0.5,0,5

Three records drawn at random from the list so far:
SMILES	STEP inh	Scp1 inh	MsrA inh	E coli Lon inh	LMPTP block	SUMO1 PPI mod	DNMT1 block	Tb MetRS inh	bovine MsrA act	NRP1-CendR mod
COc1ccccc1NC(=O)C1CCCN1C(=O)NCc1ccccc1 (stereo not drawn)	0	-2	-0.9	-2	-1.8	5	4	-0.9	-6	-3
O=C(Cc1ccccc1)N/N=C/C=C/c1ccccc1[N+](=O)[O-]	-1	-4	2.4	-12	0.7	-26	4	7.0*	-6	-3
Cc1ccc(NC(=S)NNC(=O)c2nn(C)c(C)c2Cl)cc1	-3	-6	-0.1	-5	-1.6	4	-3	-1.9	-1	-3

As entered above.
STEP inh, CCn1c(SCC(=O)Nc2ccccc2)nc2c(c1=O)SCC2 reads 8
MsrA inh, O=C(Nc1ccccc1-c1ccccc1)c1cccs1 reads 1.5
NRP1-CendR mod, CNC(=O)Cn1c(C)cc(=O)c2cccc(OC)c21 reads 0
MsrA inh, CC(=O)c1ccc(Cc2cnc(N)s2)cc1 reads 0.3
E coli Lon inh, COc1ccccc1NC(=O)C1CCCN1C(=O)NCc1ccccc1 (stereo not drawn) reads -2

Screening results: PubChem BioAssay, several laboratories
